Screens deposited in PubChem BioAssay by Sanford-Burnham Center for Chemical Genomics.
A3A deaminase: blocks human APOBEC3A ssDNA deamination. recombinant A3A, FAM/TAMRA ssDNA deamination fluorescence. inhibition, % at 20 µM. actives 0.41% (n = 330,000);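 active means at least 40% inhibition at 20 µM here, with at most 30% in a related deaminase screen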;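 further: plate controls were A3A with DMSO for no effect and wells lacking A3A enzyme for full effect; some results filed as inactive read as strong as hits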
Target sequence (P31941 whole entry, looked up): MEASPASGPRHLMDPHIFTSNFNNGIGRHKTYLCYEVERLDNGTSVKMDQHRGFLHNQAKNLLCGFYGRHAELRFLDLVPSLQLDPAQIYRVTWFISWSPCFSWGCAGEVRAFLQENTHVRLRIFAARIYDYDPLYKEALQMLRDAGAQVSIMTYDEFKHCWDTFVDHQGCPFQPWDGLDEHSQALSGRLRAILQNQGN
NALP3 yeast inh: blocks the NALP3 inflammasome reconstituted in yeast | Yeast reconstituted NLRP3/ASC/caspase-1, beta-gal luminescence, 24 h | inhibition, % at 10 µM | actives 0.39% (n = 330,000) | AID 2825;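 active means inhibition of 50% or more; inactive means inhibition below 50%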;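 further: plate controls were induced DMSO wells for no effect and uninduced yeast grown without galactose for full effect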
hIAP block: blocks human intestinal alkaline phosphatase; purified IAP, CDP-Star luminescence, 30 min; AID 2544; inhibition, % at 10 µM; P09923; actives 0.12% (n = 330,000);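 active means inhibition reaching a set limit with compound at 10 µM in the primary screen, cut at about 35% in these data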;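 further: plate controls were DMSO wells with enzyme for no effect and no-enzyme buffer wells for full effect; values of inactives mirror those of a sister screen read the other way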
Target sequence (P09923 whole entry, looked up): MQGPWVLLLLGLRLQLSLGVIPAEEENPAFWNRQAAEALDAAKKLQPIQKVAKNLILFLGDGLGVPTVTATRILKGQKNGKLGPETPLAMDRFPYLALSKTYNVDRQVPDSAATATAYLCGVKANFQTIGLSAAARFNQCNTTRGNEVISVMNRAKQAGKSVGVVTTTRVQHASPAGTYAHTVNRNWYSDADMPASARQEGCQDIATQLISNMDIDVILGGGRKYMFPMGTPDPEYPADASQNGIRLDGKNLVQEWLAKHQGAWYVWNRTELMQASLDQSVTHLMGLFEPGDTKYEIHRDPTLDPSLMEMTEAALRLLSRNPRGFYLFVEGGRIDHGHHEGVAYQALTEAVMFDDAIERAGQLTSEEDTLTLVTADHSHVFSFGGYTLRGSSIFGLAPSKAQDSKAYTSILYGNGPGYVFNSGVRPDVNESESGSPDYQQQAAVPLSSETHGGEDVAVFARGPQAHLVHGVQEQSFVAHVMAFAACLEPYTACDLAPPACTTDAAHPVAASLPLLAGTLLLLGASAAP
SENP1 inh: blocks the human SENP1 SUMO protease catalytic domain. recombinant SENP1 catalytic domain, CyPet-SUMO1-YPet FRET cleavage. inhibition, % at 10 µM. actives 0.21% (n = 360,000). AID 624204;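 active means inhibition at least 30% at 10 µM, raw YFP signal under a set limit, fluorescence ratio 0.5 to 1.5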;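 further: 0% = enzyme with DMSO and 100% = no enzyme wells; some results filed as inactive read as strong as hits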
Target sequence (Q9P0U3 419-644 limits assumed): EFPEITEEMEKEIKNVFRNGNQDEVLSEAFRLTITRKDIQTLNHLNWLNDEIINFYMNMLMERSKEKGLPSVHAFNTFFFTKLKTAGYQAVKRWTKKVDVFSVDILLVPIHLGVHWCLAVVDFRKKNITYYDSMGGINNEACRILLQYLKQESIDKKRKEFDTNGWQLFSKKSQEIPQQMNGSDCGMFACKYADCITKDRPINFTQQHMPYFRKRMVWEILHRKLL
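Compound: 10 µM single point, 0.5% DMSO; Test system: hSENP1 catalytic domain, recombinant; Timing: 50 min reaction at room temperature; Technique: FRET, CFP and YFP emission; Control set: no-enzyme wells low, DMSO-plus-enzyme wells high control.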
mIAP activ: increases mouse intestinal alkaline phosphatase activity; muIAP, CDP-Star luminescence, 30 min; stronger effect = higher value; 1 = vehicle-only enzyme signal, 0 = enzyme-free wells; activation factor at 10 µM; actives 0.24% (n = 330,000); AID 2805;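 active means activation factor of at least 2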; further: the source names both 10 and 20 µM as test concentration; values of inactives mirror those of a sister screen read the other way
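Assay system: mouse IAP enzyme; Reagent: CDP-Star chemiluminescent phosphatase substrate; Compound: DMSO-dissolved test compounds; Incubation: 30 min, room temperature; Technique: luminescence from enzymatic CDP-Star hydrolysis; Controls: DMSO-only wells and no-enzyme negative control.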
mIAP inh: mouse IAP inhibition; purified mouse IAP, CDP-Star luminescence, 30 min; inhibition, % at 10 µM; actives 0.2% (n = 330,000); AID 2806;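 active means inhibition of at least 40% at 10 µM in the primary screen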;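 further: plate controls were DMSO with enzyme for no effect and no enzyme wells for full effect; values of inactives mirror those of a sister screen read the other way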
hIAP act: increases human intestinal alkaline phosphatase activity; P09923; purified human IAP, CDP-Star luminescence, 30 min; stronger effect = higher value; 1 = vehicle-only enzyme, 0 = enzyme-free background; activation factor at 10 µM; actives 0.16% (n = 330,000); AID 2524;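 active means activation factor of the enzyme at least 2-fold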; further: the source names both 10 and 20 µM as test concentration; values of inactives mirror those of a sister screen read the other way
APOBEC3G inh: APOBEC3G (human) deaminase inhibition. Q9HC16. recombinant A3G, ssDNA deamination FAM/TAMRA fluorescence. inhibition, % at 20 µM. actives 0.28% (n = 330,000). AID 493012;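 active means inhibition of at least 40% at 20 µM, with no more than 30% in the related APOBEC3A deaminase screen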;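 further: plate controls were DMSO wells with A3G for no effect and wells lacking A3G enzyme for full effect; some compounds called inactive have numbers as strong as hits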
MIN6 prolif: induces beta-cell replication in MIN6 cells. MIN6 cells proliferation, ATPlite luminescence, 48 h; cells starved in 0.2% serum; 100% = growth in 10% serum. proliferation, % at 10 µM. actives 0.29% (n = 330,000). AID 2380;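 active means compounds whose signal lies at least 3.5 SD above the mean of all wells on their plate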;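 further: 0% = DMSO-treated cells in low-serum medium and 100% = 10% serum control; some compounds called inactive have numbers as strong as hits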
An asterisk follows results filed as active; / = no result given.

SMILES	A3A deaminase	NALP3 yeast inh	hIAP block	SENP1 inh	mIAP activ	mIAP inh	hIAP act	APOBEC3G inh	MIN6 prolif
Cc1ccccc1OCc1nnc(SCc2cc(=O)[nH]c3ccccc23)n1-c1ccccc1	0	1	-9	1	1	-4	1.1	-5	0
NC(=O)C1CCN(c2nc(C3CC3)nc3c2nnn3Cc2ccccc2Cl)CC1	-1	19	-22	-2	1	-3	1.2	-4	4
CCCn1c(SCC(=O)NCC2CCCO2)nc2c1c(=O)n(C)c(=O)n2C (configuration not stated)	2	13	-2	4	0.98	2	1	-2	4
CC1CN(C(=O)c2scc3c2OCCO3)CC(C)O1 (configuration not stated)	0	3	-10	1	1	-1	1.1	-2	2
CCNC(=O)CC1C(=O)N(c2cccc(C)c2)C(=O)N1CCC(C)C (configuration not stated)	-6	10	-13	1	0.98	2	1.1	-7	-3
O=C(Cc1ccc(Cl)cc1)Nc1ccncc1	3	2	6	1	1	-4	0.94	-11	-3
COC(=O)C(Cc1ccccc1)NC(=O)CNC(=O)c1ccc(Br)o1 (configuration not stated)	0	12	8	2	1.1	-7	0.93	-8	-1
C=CCn1c(SCc2nc3ccccc3c(=O)[nH]2)nc2scc(C3CC3)c2c1=O	-2	-10	8	-24	0.99	1	0.92	-8	-5
Nc1nc2ccccc2n1C(=O)c1ccccc1	1	18	-24	-1	0.91	9	1.2	-9	-5
Cc1ccccc1-c1ncc(CN2CCC(CO)(CCCc3ccccc3)CC2)cn1	0	27	-4	-1	0.82	18	1	-8	-1
COCc1cc(CN2CCN(C)CC2)c(O)c2ncccc12	-2	2	2	-1	0.98	2	0.98	-5	-6
Cc1cccc(-n2nc3c(c2NC(=O)C(C)C)CSC3)c1	-2	15	-32	2	1.1	-6	1.3	-6	1
COCCNC(=O)Cn1nc(-c2ccccc2C)ccc1=O	-5	20	10	1	0.97	3	0.9	-6	2
CCN1CC2=C(OC(N)=C(C#N)C2c2cccs2)/C(=C/c2cccs2)C1 (configuration not stated)	3	16	-9	-28	0.78	22	1.1	0	-5
CCOC(=O)C1=C(CCc2ccccc2)NC(=O)NC1c1cccc([N+](=O)[O-])c1 (configuration not stated)	-4	16	-3	1	0.99	1	1	-16	-6
O=C(O)CCNC(=O)/C(=C\C=C\c1ccccc1)NC(=O)c1ccccc1	-2	-6	2	-11	1	-4	0.98	-6	-3
Cc1ccc(-c2csc3ncnc(-n4cnc5ccccc54)c23)cc1	-2	22	-5	0	0.78	22	1	-9	0
CCOCC(=O)Nc1ncc(S(=O)(=O)c2ccc([N+](=O)[O-])cc2)s1	0	20	-2	2	1	0	1	-4	-4
O=c1[nH]c2ccccc2nc1N1CCOCC1	-1	-4	0	1	1.1	-6	1	-5	-4
O=C(Nc1ccc(N2CCOCC2)cc1)c1ccc(Cl)c(S(=O)(=O)N2CCCC2)c1	0	16	-4	2	1	-1	1	1	-5
CC(C)(C)C(=O)NC(=S)Nc1sc2c(c1C#N)CCCCC2	2	14	6	-4	0.86	14	0.94	-9	-2
COc1cccc2c(=O)c3c(cnn3C)n(C)c12	7	22	-31	-19	1.2	-16	1.3	0	-2
CC(C)COc1ccc(C(=O)NNC(=O)c2ccc(=O)[nH]c2)cc1	0	9	-18	2	1.1	-5	1.2	-3	-1
O=C(c1cc2sccc2n1Cc1ccccc1)N1CCc2ccccc21	1	-51	-10	-8	0.98	2	1.1	-6	-5
COc1ccc(S(=O)(=O)NCC(c2ccc(F)cc2)N2CCN(C)CC2)cc1 (configuration not stated)	-3	11	-2	-2	0.96	4	1	-9	-5
COc1ccc(S(=O)(=O)N2CCC(C(=O)N(C)Cc3ccc(C)o3)CC2)cc1OC	1	2	-4	-1	1	0	1	-2	-2
Cc1ccc(C2(c3noc(CN(C)CCO)n3)CCCC2)cc1	1	-2	6	-1	0.97	3	0.94	-8	-2
Cc1cc(C)n2nc(SCC(=O)N(C)Cc3ccccc3)nc2n1	4	19	14	0	0.91	9	0.86	4	-1
O=C(CN1C(=O)c2ccccc2C1=O)Oc1ccc(Cl)cc1	-2	22	-4	-4	0.93	7	1	-4	1
CC(C)(C)OC(=O)C[C@H]1C/C=C\C[C@@H](CC(=O)N(CCO)Cc2ccccc2)C(=O)N2CCC[C@@H]2COC1=O	3	20	-7	1	1	-2	1.1	-2	0
COc1cc(CNC2CCCC2)cc(OC)c1	0	4	12	2	0.92	8	0.88	-5	-2
CCCn1c(=O)c(C(=O)N/N=C/c2ccccc2F)c(O)c2ccccc21	-1	40	0	2	1.2	-16	1	4	-4
Cc1ccnc(NC(=O)CCC(=O)N(CC(=O)NCCc2ccccc2)c2ccc(F)cc2)c1	0	4	-14	-2	1.1	-14	1.1	-8	0
COc1ccc(NC2c3ccccc3C(=O)N2Cc2ccc3c(c2)OCO3)cc1 (configuration not stated)	0	12	21	1	0.97	3	0.79	0	0
COc1ccc2oc(C(=O)OCC(=O)NCC3CCCO3)c(C)c2c1 (configuration not stated)	-1	14	-8	0	1	-1	1.1	-2	1
O=C(O)c1c(-c2ccccc2)oc2ccc(O)cc12	-3	6	17	-33	0.96	4	0.83	3	6
CC(=O)Nc1ccc(S(=O)(=O)N2C(=O)c3cccc4cccc2c34)cc1	3	6	20	/	1	-2	0.8	-4	-1
ON=C1c2ccccc2-c2ccccc21	-1	25	3	2	0.97	3	0.97	-1	4
CC(NC(=O)/C(C#N)=C/c1ccc([N+](=O)[O-])o1)c1ccccc1 (configuration not stated)	6	24	8	-73	0.94	6	0.92	-3	-7
COc1cc(NC(=O)c2ccccc2Cl)c(OC)cc1NC(=O)CN1CCOCC1	2	-8	10	-6	1	-2	0.9	-3	4
N#Cc1ccccc1OCC(=O)OCC(=O)c1c[nH]c2ccccc12	-1	6	8	-8	0.97	3	0.93	-2	-5
O=C(Nc1ccc2oc(-c3ccccc3)nc2c1)c1ccco1	0	77*	5	-4	1	0	0.95	-8	0
Cc1ccc(Sc2ccncc2S(N)(=O)=O)cc1	-4	-16	2	1	1.1	-10	0.98	-12	-2
CC(=O)Nc1ccc(NC(=O)CCCCCN2C(=O)c3ccccc3C2=O)cc1	-2	18	0	1	0.98	2	1	-4	0
COc1cc([N+](=O)[O-])ccc1NC(=O)NN1CCN(C)CC1	-1	-9	-7	2	0.97	3	1.1	25	-1
COc1ccc(-c2ccc(=O)n(CC(=O)NCc3ccco3)n2)cc1	-10	9	1	1	0.92	8	0.99	-2	-2
CC(C)/C=C/CN1CCC(Oc2ccc(C(=O)N3CCCC3)cc2)CC1	-5	5	1	-1	0.91	9	0.99	-4	-3
COc1ccc(NC(=O)N(C)C[C@H]2Oc3ccc(NC(=O)Nc4ccc(C(F)(F)F)cc4)cc3C(=O)N([C@H](C)CO)C[C@@H]2C)cc1	-2	9	13	0	2.1*	-110	0.87	-3	0

Profiles, quoted from the list.
Listed for COc1cc(NC(=O)c2ccccc2Cl)c(OC)cc1NC(=O)CN1CCOCC1 → A3A deaminase = 2; NALP3 yeast inh = -8; hIAP block = 10; SENP1 inh = -6; mIAP activ = 1; mIAP inh = -2; hIAP act = 0.9; APOBEC3G inh = -3; MIN6 prolif = 4
Listed for Cc1ccc(Sc2ccncc2S(N)(=O)=O)cc1 → A3A deaminase = -4; NALP3 yeast inh = -16; hIAP block = 2; SENP1 inh = 1; mIAP activ = 1.1; mIAP inh = -10; hIAP act = 0.98; APOBEC3G inh = -12; MIN6 prolif = -2

The results go on.
SMILES	A3A deaminase	NALP3 yeast inh	hIAP block	SENP1 inh	mIAP activ	mIAP inh	hIAP act	APOBEC3G inh	MIN6 prolif
COc1ccc2c(c1)c(=O)oc1cc(OCC(=O)N3CCCC(C)C3)ccc12 (configuration not stated)	8	24	-2	0	0.97	3	1	-5	-3
COc1ccccc1-n1c(SC(C)C(=O)NCC2CCCO2)nc2cc(Cl)ccc2c1=O (configuration not stated)	-3	12	8	-2	0.92	8	0.92	-12	-2
Cc1ccc(S(=O)(=O)CCC(=O)OCCOc2cccc(Br)c2)cc1	-3	9	-2	0	1.1	-6	1	-10	-2
O=C(CSc1nccc(=O)[nH]1)Nc1ccc(N2CCOCC2)cc1	0	-1	-10	3	0.95	4	1.1	-2	-2
Nc1cccnc1Sc1cc(Cl)c(Cl)cc1Cl	-2	27	-2	-3	0.97	3	1	-1	-2
CCOc1ccc(OCCOc2ncnc3ccccc23)cc1	-7	22	-19	1	0.97	3	1.2	-4	-3
COc1ccc(O[C@H]2C=C[C@@H](c3ccccc3)O[C@@H]2CO/N=C/C[C@@H]2C=C[C@H](OC(C)=O)[C@@H](COC(C)=O)O2)cc1	-1	25	-1	/	0.82	18	1	-12	2
CC1(C)C=Cc2cc(-c3coc4cc(O)cc(O)c4c3=O)cc(O)c2O1	-2	3	-11	-3	0.88	12	1.1	-8	-6
CCC(C)NC(=O)CSc1c2c(nc3ccccc13)CCCC2 (configuration not stated)	-2	24	-8	-5	1	0	1.1	-3	-2
COc1ccc(NC(=O)CC(CC(=O)O)c2cc(OC)c(OC)c(OC)c2)cc1 (configuration not stated)	1	9	-6	2	0.97	2	1.1	3	-2
Cc1ccccc1C(=O)N1CCC(C(=O)Nc2ccc3c(c2)OCO3)CC1	1	15	-6	-1	1.1	-7	1.1	1	-3
CC(=O)Nc1ccc(N2C(=O)c3ccc(C(=O)Nc4nnc(SCc5ccc(F)cc5)s4)cc3C2=O)cc1	-3	4	10	1	0.89	11	0.9	-5	-4
CN1CCC(CNC(=O)Nc2ccccc2)(c2ccccc2)CC1	-4	10	-7	0	1.1	-10	1.1	-4	-2
S=c1[nH]nc(-c2ccc(Cl)cc2)n1-c1cccnc1	0	13	-1	2	1.1	-11	1	38	-1
COc1cc(C(C(=O)NCC2CCCO2)N(C(=O)Cn2nnc3ccccc32)c2ccc(C(C)=O)cc2)ccc1O (configuration not stated)	1	5	25	1	0.99	1	0.75	-3	2
O=C(N/N=C/c1cn(-c2ccccc2)nc1-c1ccc(F)cc1)c1ccc2c(c1)OCO2	5	21	-10	1	0.97	3	1.1	4	-2
COc1ccc(S(=O)(=O)NCc2csc(C)n2)cc1	-2	-7	20	2	0.98	2	0.8	-5	2
Cn1nnnc1NCc1c(F)cccc1Cl	-3	11	5	2	0.98	2	0.95	-9	-1
CC(=O)Nc1cccc(NC(=O)c2cccc(S(=O)(=O)N3CCN(Cc4ccccc4)CC3)c2)c1	1	30	4	-2	1.1	-6	0.96	4	-1
Cc1ccc2cc3c(NC(=O)C4CCCO4)nn(CC(C)C)c3nc2c1 (configuration not stated)	0	15	-8	-31	1.3	-31	1.1	-3	-1
O=C(COC(=O)c1ccccc1Br)Nc1cc(S(=O)(=O)N2CCOCC2)ccc1N1CCCC1	7	21	-27	0	1.1	-12	1.3	0	3
COCCCn1c(=O)/c(=C\c2ccccc2OC(F)F)s/c1=C(/C#N)C(=O)NC(C)C	-3	5	6	3	0.9	10	0.94	0	1
O=C(CSc1nc(C2CC2)nc2ccccc12)Nc1ccccc1	-2	30	-5	4	0.97	3	1	-9	0

Not all compounds are listed, so the mix of outcomes need not match the whole.
